Pol III holo inh – qHTS Assay for Inhibitors of DNA Polymerase III Holoenzyme System; reconstituted DNA polymerase III holoenzyme replication, biochemical; 71,000 compounds, 0.25% hits; Potency, µM (top dose mostly 57.1 µM), without a hit: top-dose activity change, negative = inhibition; AID 603, 2007; also: potency is read from the fitted curve at half-maximal effect; % is scaled to controls: 0 for no effect and ±100 for the full control effect
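Reconstituted *E. coli* holoenzyme (0.35 nM Pol III, 1 nM beta, 154 nM SSB, 2 nM primase) was preincubated with compound for 15 min at RT. Synthesis on 1.4 nM ssM13Gori ran 35 min, then was stopped with PicoGreen/EDTA and read as dsDNA fluorescence.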
HADH2 inhib – qHTS Assay for Inhibitors of HADH2 (Hydroxyacyl-Coenzyme A Dehydrogenase, Type II); 73,000 compounds, 3.4% hits; recombinant HADH2, NADH fluorescence, beta-hydroxybutyryl-CoA; Potency, µM (top dose mostly 57.1 µM), without a hit: top-dose activity change, negative = inhibition, usual class: inhibitors; 3-hydroxyacyl-CoA dehydrogenase type-2 (Homo sapiens), Q99714; AID 886, 2007; also: potency is read from the fitted curve at half-maximal effect; % is scaled to controls: 0 for no effect and ±100 for the full control effect; nearly all actives have a fitted effect of over 60% in size; many of its hits are not listed in these tables
Target sequence (Q99714 whole entry, looked up, one chain of several): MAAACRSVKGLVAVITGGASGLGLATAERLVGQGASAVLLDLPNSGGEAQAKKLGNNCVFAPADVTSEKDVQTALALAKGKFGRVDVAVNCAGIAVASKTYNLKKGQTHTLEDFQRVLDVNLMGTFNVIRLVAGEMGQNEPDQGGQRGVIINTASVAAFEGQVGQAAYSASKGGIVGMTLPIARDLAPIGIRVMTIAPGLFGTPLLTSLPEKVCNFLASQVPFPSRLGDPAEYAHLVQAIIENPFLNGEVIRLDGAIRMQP
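NADH fluorescence (ex 360/em 450 nm) read every 30 s for 4 min; activity taken as last-minus-first time point difference. Enzyme 20 nM, NAD+ 1 mM, beta-hydroxybutyryl-CoA 90 uM, pH 9.0 Tris buffer.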
CRE-bla Fsk – Cell signaling CRE-BLA (Fsk stim); 71,000 compounds, 2.5% hits; Potency, µM (top dose mostly 38.2 µM), for the others: at the highest dose activity change, negative = inhibition, hits mostly activators; CHO CRE-bla reporter (cAMP response element driving beta-lactamase), forskolin EC10, beta-lactamase ratio; active = well fitted activation curve with a large enough effect in the signal ratio, with a control signal flat, not every such curve was filed as active; inconclusive = small, poorly fitted or top-dose-only effect, or effect the other way, or a change in a side signal; the % refers to the signal ratio; also: potency is read from the fitted curve at half-maximal effect; % of control where 0% means no effect
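Beta-lactamase reporter under a cAMP responsive element in CHO cells; compounds tested in titration series against EC10 NKH 477, 3 h at 37 °C. Read-out: CCF4 FRET ratio 460nm/530nm (excitation 405nm) giving %Activity, fitted to AC50.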
Luciferase inh – qHTS Assay for Inhibitors of Firefly Luciferase; Luciferin 4-monooxygenase (Photinus pyralis), P08659; purified firefly luciferase, luminescence, 8 min; Potency, µM (titrated, usually from 57.1 µM), inactives show top-dose activity change, negative = inhibition, hits mostly inhibitors; 72,000 compounds, 2.2% hits; AID 411, 2009; also: potency is read from the fitted curve at half-maximal effect; % is scaled to controls: 0 for no effect and ±100 for the full control effect; nearly all actives have a fitted effect of over 40% in size
Target sequence (P08659 whole entry, looked up): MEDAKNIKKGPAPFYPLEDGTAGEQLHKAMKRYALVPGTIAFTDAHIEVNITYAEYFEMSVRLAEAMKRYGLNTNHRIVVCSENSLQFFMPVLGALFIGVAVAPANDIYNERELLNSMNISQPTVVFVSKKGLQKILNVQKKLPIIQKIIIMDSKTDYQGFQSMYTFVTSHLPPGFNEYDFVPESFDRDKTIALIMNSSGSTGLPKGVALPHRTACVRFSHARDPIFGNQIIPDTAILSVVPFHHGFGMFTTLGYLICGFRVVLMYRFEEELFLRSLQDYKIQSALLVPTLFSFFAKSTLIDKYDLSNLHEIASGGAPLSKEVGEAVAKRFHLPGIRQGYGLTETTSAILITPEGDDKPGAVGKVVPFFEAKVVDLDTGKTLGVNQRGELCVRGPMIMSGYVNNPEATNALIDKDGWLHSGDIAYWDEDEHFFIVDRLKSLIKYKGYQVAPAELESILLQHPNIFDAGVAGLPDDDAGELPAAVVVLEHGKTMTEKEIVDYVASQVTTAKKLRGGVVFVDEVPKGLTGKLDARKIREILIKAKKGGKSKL
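Here, luciferase activity is measured as luminescence following an 8 min room-temperature reaction at 10 uM ATP, pH 7.2. Every library sample is titrated.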
Tau filament bind – qHTS Assay for Tau Filament Binding | Microtubule-associated protein tau (Homo sapiens), P10636 | recombinant tau filaments, thioflavin S fluorescence, 15 h; filaments grown with octadecylsulfate alongside compound | Potency, µM (doses to about 57.1 µM), inactives show at the top dose activity change, negative = inhibition | 71,000 compounds, 2% hits;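 also: potency is read from the fitted curve at half-maximal effect; % is scaled to controls: 0 for no effect and ±100 for the full control effect; actives lower thioflavin S fluorescence by blocking filaments or displacing dye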
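Assay mix: 1 uM His-tagged tau, 30 uM sodium octadecylsulfate, thioflavine S dye in HEPES/NaCl/DTT buffer. Compound is added prior to the inducer. Fluorescence after 15 h at 37 C.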
ERK AVP inh – qHTS Assay for Inhibitors of the ERK Signaling Pathway using a Homogeneous Screening Assay. HEK293-V1b, vasopressin-stimulated pERK AlphaScreen. 72,000 compounds, 0.99% hits. Potency, µM (doses to about 57.5 µM), for the others: at the highest dose activity, negative = inhibition, most hits filed as inhibitors; also: potency is read from the fitted curve at half-maximal effect; % is scaled to controls: 0 for no effect and ±100 for the full control effect; nearly all actives have a fitted effect of over 55% in size
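HEK293 cells stably expressing V1b receptor, seeded overnight in 1% FBS, were treated with compounds for 30 min at 37C, then stimulated 5 min with 25 nM vasopressin; phospho-ERK read by AlphaScreen SureFire after lysis.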
Rhodamine autofl – qHTS Assay for Spectroscopic Profiling in Rhodamine Spectral Region | Rhodamine-region fluorescence, 547/598 nm, Tris buffer; active compounds read high | max dye-equivalent concentration, M | 59,000 compounds, 0.05% hits; in the data active = max dye-equivalent concentration above about 11 nM; inconclusive = between about 1.1 nM and that limit
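qHTS spectral profiling of compounds without any target or enzyme present, in pH 8.0 Tris buffer; plates were read after a 15-minute room-temperature incubation using the rhodamine-region filter set.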
Hsp90 Hop PPI – qHTS Assay for Disrupters of an Hsp90 Co-Chaperone Interaction; 71,000 compounds, 0.44% hits; Potency, µM (doses to about 57 µM), for the others: at the highest dose activity change, negative = inhibition; AID 595, 2007; AlphaScreen TPR2A-His6 binding biotin-Hsp90 C-terminal peptide; Hsp90 C-terminal peptide / TPR2A (Hop) interaction, human; active = well fitted curve in either direction with a large enough effect; inconclusive = small, poorly fitted or top-dose-only effect, or another doubt; also: potency is read from the fitted curve at half-maximal effect; % is scaled to controls: 0 for no effect and ±100 for the full control effect; many of its hits are not listed in these tables
TexasRed autofl – qHTS Assay for Spectroscopic Profiling in Texas Red Spectral Region | Compound fluorescence, Texas Red channel, 547/618 nm; active compounds read high | max dye-equivalent concentration, M | 59,000 compounds, 0.06% hits | AID 587, 2007; in the data active = max dye-equivalent concentration above about 10 nM; inconclusive = between about 1.1 nM and that limit
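Compound titrations in 100 mM Tris pH 8.0 were incubated 15 min at room temperature and read at 547 nm excitation / 618 nm emission. Texas Red six-point standard curve on each plate converted fluorescence to dye-equivalent concentration.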
HBB splicing – qHTS Assay for Modulators of Hemoglobin Beta Chain Splicing; HBB splicing reporter cell assay, activation; EGFP reporter with mutant IVS2-654 intron; response scale: normalised to 500 nM splice-correcting PNA; Potency, µM (series often up to 46.1 µM), for inactives: at the top dose activation, usual class: activators; 65,000 compounds, 0.06% hits; AID 925, 2007; also: potency is read from the fitted curve at half-maximal effect; 0% is about no effect
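HeLa cells stably expressing EGFP interrupted by mutant beta-globin intron 2 (IVS2-654), 500/well in 2% FCS. Treated with compound for 2 days at 37C. Splicing correction scored as total well GFP intensity (488 nm excitation, 500-520 nm emission); 500 nM antisense PNA served as control.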
15-hLO inh – qHTS Assay for Inhibitors of 15-hLO (15-human lipoxygenase) | Polyunsaturated fatty acid lipoxygenase ALOX15 (Homo sapiens), P16050 | purified 15hLO-1, xylenol orange hydroperoxide absorbance | Potency, µM (top dose mostly 57.1 µM), for inactives: top-dose activity change, negative = inhibition, usual class: inhibitors | 74,000 compounds, 1.4% hits; also: potency is read from the fitted curve at half-maximal effect; % is scaled to controls: 0 for no effect and ±100 for the full control effect; nearly all actives have a fitted effect of over 55% in size
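Quantitative HTS in 25 mM Hepes pH 7.5 containing 0.01% Triton X-100: human 15hLO-1 at 40 nM, arachidonic acid at 50 uM, 6 min turnover. Product quantified via ferrous oxidation/xylenol orange, 573:405 nm absorbance ratio.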
* marks the source's active call; other numbers are inactive results; i = inactive; ? = inconclusive; . = no result given; [ ] = remark or other dose. Unless noted, calls follow the shape of the dose curve; as a rule, active = well fitted curve in the direction sought with a large enough effect; inconclusive = small, poorly fitted or top-dose-only effect, or another doubt; inactive = no such curve, though single readings can be large; an effect the other way counts as inactive or inconclusive. Some of the compounds tested, so the mix of outcomes need not match the whole.

structure | Pol III holo inh | HADH2 inhib | CRE-bla Fsk | Luciferase inh | Tau filament bind | ERK AVP inh | Rhodamine autofl | Hsp90 Hop PPI | TexasRed autofl | HBB splicing | 15-hLO inh
CC1(C)Cc2c(c(-c3ccco3)[nH]c(=O)c2C#N)CO1 | -13% | -28% | 8% | -1% | 31% | -15% | i | -5% | i | 1.3% | -4%
OCC1OC(n2nnc3ccccc32)C(O)C(O)C1O (stereo not given) | 1% | 12% | -1% | -1% | 10% | -8% | i | -2% | i | . | 5%
CCCCn1c(CN(C)Cc2ccccc2)nc2c1c(=O)n(C)c(=O)n2C | -8% | 4% | ? | 0% | 15% | ? | i | -4% | i | -1.2% | 5%
CC1(O)N(Cc2ccccc2)C(=O)OC12CCCCC2 (stereo not given) | 4% | 7% | -3% | 2% | 1% | 10% | . | -1% | . | 0.6%[9.22 µM] | -5%
COCCCN1C(=O)c2ccc(C(=O)NCc3ccco3)cc2C1=O | -8% | -4% | 6% | 0% | -8% | -8% | i | -7% | i | -1.9%[57.5 µM] | 5%
Cc1ccc2cc(CCNC(=O)C(C)C)c(=O)[nH]c2c1C | -6% | ? | ? | -1% | -11% | . | . | 0% | . | 0.3% | -16%
Cc1c(N)cccc1N | -5% | -3% | -7% | . | -14% | 0% | . | -2% | . | 0.3% | -7%
CC1CN(C(=O)c2ccc(COCC(F)(F)F)o2)CC(C)O1 (stereo not given) | 0% | 15% | 1% | 1% | 2% | -9% | i | 1% | i | -0.3% | 1%
CCCN(CCC)CCCNC(=O)c1cc2c(=O)n(C)c3ccccc3c2n1C | -10% | 15% | 17% | -2% | 150% | 1% | . | -4%[2.3 µM] | . | -0.4% | -3%
CC1CCCCN1C(=O)c1ccc(S(=O)(=O)N2CCCCC2C)cc1 (stereo not given) | -1% | 3% | -8% | 1% | 3% | 26% | . | 0% | . | -0.7%[9.22 µM] | 14%
CC(=O)[C@]1(O)CC[C@@H]2[C@H]3C[C@@H](C)C4=CC(=O)CC[C@@]4(C)[C@H]3[C@@H](O)C[C@]21C | -10%[11.4 µM] | 2µM* | 4%[7.6 µM] | 2%[11.4 µM] | 10%[11.4 µM] | 10%[11.5 µM] | i | -1%[11 µM] | ? | 4.6%[9.22 µM] | -12%[11.4 µM]
O=C1CC(Cc2ccc(Cl)cc2)C(=O)N1c1ccccn1 (stereo not given) | -5% | 4% | -8% | -2% | -10% | -9% | i | -4% | i | -0.4% | -3%
CCN(CC)CCNC(=O)Cn1nc(-c2ccc(C)cc2)ccc1=O | -3% | -14% | 20% | 1% | -2% | 15% | i | -6% | i | 0.9% | 3%
CCOC(=O)c1cccc(NC(=O)Cn2c(CC(=O)N3CCCC3)nc3ccccc32)c1 | -5% | 10% | 12% | 0% | 10% | -8% | i | -5% | ? | -0.8% | 12%
CC1(c2ccc(Cl)cc2)NC(=O)N(CC(=O)N2CCCC2)C1=O (stereo not given) | -3% | 5% | ? | 2% | -7% | 9% | i | -6% | i | -2.6% | 4%
CCOC(=O)CC(=O)CSc1ccc2nnc(-c3cccc(F)c3)n2n1 | -3% | -13% | ? | 0% | -2% | 5% | i | -2% | ? | 7.7% | -1%
Cn1c(=O)c2c(nc(SCC(=O)c3cccs3)n2Cc2ccc(F)cc2)n(C)c1=O | -8% | 29% | 0% | -12% | -15% | 23% | i | ? | i | -0.4%[57.5 µM] | -15%
COc1ccccc1N1CCN(C(c2cccs2)C(C)NS(=O)(=O)c2ccccc2)CC1 (stereo not given) | -6% | -3% | 10% | 1% | 16% | . | . | -3% | . | -0.2% | -11%
COCCC(=O)NC12CC3CC(CC(C3)C1)C2 | -1% | -4% | 5% | 0% | -1% | -11% | i | -1% | ? | 1.1% | -2%
CN(C)S(=O)(=O)c1ccc(S(=O)(=O)N(CC(=O)Nc2ccccc2)Cc2ccco2)cc1 | -6% | 18% | ? | -2% | 73% | -15% | i | -1% | ? | -1.8% | -2%
COc1ccc(-c2noc(C3CCCN(C(=O)CCc4ccccc4)C3)n2)cc1 (stereo not given) | -2% | 3% | -1% | 1% | 0% | -25% | i | 18% | ? | -2.5% | -12%
COc1ccc(N(CC(=O)O)S(=O)(=O)c2cccnc2)cc1 | -4% | 4% | ? | 1% | 0% | 11% | i | -9% | i | -4.4% | 7%
c1n[nH]c(NCc2ccc3c(c2)OCO3)n1 | -5% | 4% | 4% | 2% | 2% | 15% | i | -8% | i | . | -12%
C=CCNc1nc(N2CCCC2)nc2ccccc12 | -10% | 25µM* | 29% | -1% | 133% | -4% | i | -2% | ? | -0.1% | -1%
COc1ccc(NS(=O)(=O)c2ccc3c(c2)CCC(=O)N3)c(OC)c1 | -2% | 14% | ? | 2% | -16% | 6% | i | -3% | i | 1.2% | 2%
COc1cc(-c2nc(S(=O)(=O)c3ccc(C)cc3)c(N(C)C)o2)cc(OC)c1OC | -4% | -3% | 2µM* | -2% | -4% | -13% | i | -3% | i | -0.7% | -6%
COc1ccc(S(=O)(=O)N(C)c2ccc(C(=O)N3CCOCC3)cc2)cc1OC | 4% | 4% | 13% | 1% | 21% | -23% | i | -8% | i | -2.5% | -2%
Cc1nc2nc(Cc3ccccc3)[nH]n2c(=O)c1Cc1ccccc1 | 5% | 3% | 7% | 2% | 13% | 16% | i | -3% | i | 0.1% | 0%
Clc1cccc(-c2cc3nc4c(c(N5CCOCC5)n3n2)CCCC4)c1 | -3% | 32µM* | ? | -4% | 51% | -12% | i | ? | ? | -1.8% | -11%
COc1cc(OC)cc(C(=O)Nc2cccc(N3CCCC3)c2)c1 | -2% | 4% | -8% | -1% | 10µM* | -9% | i | -29% | i | -0.2% | ?
Cn1c(SCc2ccc(F)cc2)nnc1-c1ccccn1 | -10% | 2% | -3% | -6% | -6% | -14% | i | -20% | i | 1.0%[0.369 µM] | 14%
COc1cc(C(=O)NCCC(=O)NCc2ccc3c(c2)OCO3)cc(OC)c1OC | 4% | -1% | 17% | 4% | -7% | -15% | i | -2% | ? | 2.1%[1.84 µM] | 1%
O=C(NCc1ccco1)c1cc2n(n1)C(C(F)(F)F)CC(c1ccc(Br)cc1)N2 (stereo not given) | -1% | 6% | 5% | 0% | 169% | -16% | i | -1% | ? | . | -2%
Cc1nc(N=Nc2cc(S(=O)(=O)O)ccc2S(=O)(=O)O)c(COP(=O)(O)O)c(C=O)c1O | -4% | -4% | ? | 0% | ? | 6% | . | -5% | . | . | -30%[25.6 µM]
N#CCCn1c(=O)c(CCc2ccccc2)nc2cnc(OCc3ccccc3)nc21 | 2% | 18% | 4% | 0%[11.4 µM] | -8% | ? | i | 2% | i | 2.2% | -2%
CCC(C)(C)N=C(NC#N)Nc1cccnc1 | -3% | 5% | ? | 0% | ? | -8% | . | -2% | . | . | -22%[25.6 µM]
CCC(C)NC(=O)C1c2ccccc2C(=O)N1Cc1cc(OC)ccc1OC (stereo not given) | -6% | 6% | ? | 0% | -8% | 19% | i | ? | i | -1.1% | -9%
O=C(c1ccc(-c2ccccc2)cc1)N1CCN(Cc2ccccn2)CC1 | -1% | 3% | 3% | -3% | 0% | ? | . | -4% | . | 1.6% | 21%
CCOC(=O)Cc1c(C)nc2cc(-c3ccc(Cl)cc3)[nH]n2c1=O | -7% | 25% | 2% | -6% | -10% | -1% | i | 0% | ? | -0.6% | 1%
Cc1ccccc1OCC(O)Cn1c(NCCN(C)C)nc2c1c(=O)n(C)c(=O)n2C (stereo not given) | -4% | -24% | -5% | 0% | -15% | -6% | . | -1% | . | -0.1% | 0%
O=C(NCCc1ccccc1)C1CCN(S(=O)(=O)c2cccc3nsnc23)CC1 | 3% | 8% | 2% | 1% | -11% | -5% | i | -1% | i | -1.7% | -6%

Compound activity (PubChem)
